uPA surface inh: cell surface uPA generation inhibition; cell surface uPA generation assay, qHTS; Potency, µM (doses to about 38.3 µM), for inactives: top-dose activity change, negative = inhibition, most hits filed as inhibitors; actives 0.31% (n = 330,000); AID 540303; active = well fitted inhibition curve with a large enough effect; inconclusive = small, poorly fitted or top-dose-only effect; inactive = no such curve, though single readings can be large or run the other way; tested in mouse RAW 264.7 cells; also: potency is read from the fitted curve at half-maximal effect; nearly all actives have a fitted effect of over 55% in size
Eya2 inh: Eya2 (human) phosphatase inhibition; Potency, µM (series often up to 76.9 µM), without a hit: at the top dose activity, negative = inhibition, actives largely listed as inhibitors; actives 0.006% (n = 330,000); recombinant Eya2, OMFP fluorescence dephosphorylation (OMFP is methylfluorescein phosphate); AID 488837; O00167; also: potency is read from the fitted curve at half-maximal effect
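Eya2 (0.2 uM) preincubated 10 min at ambient with compound, then OMFP substrate added at 50 uM; 10 min reaction in 50 mM HEPES pH 7.5, 50 mM NaCl, 5 uM MgCl2, 0.05% BSA, 1 mM DTT. Fluorescence read at Ex 485/Em 525 nm.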
GALK inhibitor: galactokinase (human) inhibition | actives 0.007% (n = 270,000) | Purified GALK, Kinase-Glo residual ATP luminescence | Potency, µM (series often up to 57.5 µM), inactives show at the top dose activity change, negative = inhibition, usual class: inhibitors | P51570 | AID 1868; also: potency is read from the fitted curve at half-maximal effect
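ATP-depletion format; final 35 uM ATP, 100 uM D-galactose, 5 nM enzyme; pH 8.0 HEPES/Mg2+ buffer; 60 min RT; luminescence read 10 min after detection reagent.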
FBPA coupling cs: inhibits coupling enzyme system, counter-screen for aldolase hits | AID 2472 | coupling enzyme system counterscreen, AmpLite Red fluorescence | actives 0.67% (n = 290,000) | activity change, negative = inhibition, % at 58.2 µM, hits read low; in the data active = activity change below about -30%
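First, compound is pin-transferred into glyceraldehyde-3-phosphate coupling-enzyme reagent at 57.5 uM final and held 10 min at RT. Next, substrate, coupling system and AmpLite Red are added. After 20 min RT, fluorescence (525/598 nm) is read.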
KCNH2 WT inh: blocks the wildtype human KCNH2 potassium channel. Q12809. U2OS, BacMam KCNH2, thallium flux FluxOr; active compounds read low. activity change, % at 1.84 µM. actives 0.37% (n = 340,000). AID 720551;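 active = maximum activity change below -70%; inconclusive = maximum activity change between -70% and -50%; inactive = maximum activity change above -50%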
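U2OS cells transduced with wild-type KCNH2 virus are loaded with FluxOr dye for 45 min, and thallium flux is measured in kinetic reads before and after stimulation buffer. Rate constants are normalized to DMSO controls.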
KCNH2 3.1 block: blocks the human KCNH2 3.1 channel isoform; U2OS KCNH2 3.1, thallium flux FluxOr; active compounds read low; AID 720553; actives 0.95% (n = 340,000); activity change, % (tested at about 1.8 µM);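 active = maximum activity change below -70%; inconclusive = maximum activity change from -70% to -50%; inactive = maximum activity change above -50%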;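 also: thallium influx rate constant from kinetic fluorescence after stimulation buffer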
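We transduce U2OS cells with the mutant 3.1 virus, culture them overnight, load FluxOr with Red40 quencher for 45 min, then add stimulation buffer and read kinetically for 2 min to derive a normalized rate constant.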
USP2a block: inhibitors of human ubiquitin-specific protease USP2a; Potency, µM (top dose mostly 38.3 µM), for inactives: top-dose activity change, negative = inhibition, hits mostly inhibitors; USP2 core, Ub-CHOP2 coupled fluorogenic reporter, 485/531; actives 0.01% (n = 330,000); O75604;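 also: potency is read from the fitted curve at half-maximal effect; plate controls were DMSO wells for no effect and full inhibition by NEM control for full effect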
Target sequence (O75604 whole entry, looked up): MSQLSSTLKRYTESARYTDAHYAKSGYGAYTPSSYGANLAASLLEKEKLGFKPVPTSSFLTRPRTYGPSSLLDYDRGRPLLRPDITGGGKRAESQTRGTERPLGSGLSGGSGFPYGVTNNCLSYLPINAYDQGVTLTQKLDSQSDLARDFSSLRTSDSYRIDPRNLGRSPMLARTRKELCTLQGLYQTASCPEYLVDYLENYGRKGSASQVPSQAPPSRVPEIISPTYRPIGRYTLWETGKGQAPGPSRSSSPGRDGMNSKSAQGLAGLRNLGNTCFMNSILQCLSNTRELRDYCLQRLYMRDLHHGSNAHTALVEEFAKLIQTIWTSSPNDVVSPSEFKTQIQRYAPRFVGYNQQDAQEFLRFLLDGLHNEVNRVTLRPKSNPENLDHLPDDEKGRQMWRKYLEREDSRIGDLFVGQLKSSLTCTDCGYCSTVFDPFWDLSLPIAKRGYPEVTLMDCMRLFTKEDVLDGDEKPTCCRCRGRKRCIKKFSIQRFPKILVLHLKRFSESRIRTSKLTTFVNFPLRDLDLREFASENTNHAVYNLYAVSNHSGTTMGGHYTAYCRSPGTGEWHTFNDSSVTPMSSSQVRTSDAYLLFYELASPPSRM
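Deubiquitinase activity read as fluorescence (485/531 nm) after Ub-CHOP2 cleavage activates the enterokinase reporter on its substrate; USP2 core 10nM, Ub-CHOP2 and substrate 25nM each, 30min compound preincubation then 60min RT; data normalized to NEM, curves fitted.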
PKM2 activator: increases activity of human pyruvate kinase M2; actives 0.34% (n = 260,000); P14618; purified PKM2, Kinase-Glo ATP luminescence, activation; response scale: 0% is enzyme alone, no compound; Potency, µM (titrated, usually from 57.5 µM), for inactives: at the top dose activation, usual class: activators; AID 1631; also: potency is read from the fitted curve at half-maximal effect; nearly all actives have a fitted effect of over 55% in size
Target sequence (P14618 whole entry, looked up): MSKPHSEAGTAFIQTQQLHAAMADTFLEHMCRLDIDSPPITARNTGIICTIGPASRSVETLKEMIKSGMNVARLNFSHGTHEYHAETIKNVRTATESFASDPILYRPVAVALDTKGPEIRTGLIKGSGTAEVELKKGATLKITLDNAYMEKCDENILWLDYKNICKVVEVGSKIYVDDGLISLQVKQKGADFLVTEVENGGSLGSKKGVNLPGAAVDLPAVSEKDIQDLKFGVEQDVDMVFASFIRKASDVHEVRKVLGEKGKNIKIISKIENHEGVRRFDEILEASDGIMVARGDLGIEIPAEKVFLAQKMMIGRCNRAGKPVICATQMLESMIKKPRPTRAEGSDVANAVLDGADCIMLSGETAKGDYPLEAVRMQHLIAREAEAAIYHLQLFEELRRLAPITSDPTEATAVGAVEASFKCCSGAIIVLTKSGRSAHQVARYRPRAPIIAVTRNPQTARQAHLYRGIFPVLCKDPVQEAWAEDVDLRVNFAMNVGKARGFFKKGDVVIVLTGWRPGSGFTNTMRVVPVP
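Kinase-Glo luminescence reports ATP generated from ADP (0.1 mM) and PEP (0.5 mM) by purified hPK-M2 after 1 h at room temperature, pH 7.2 imidazole buffer; intermediate enzyme activity allows detecting inhibitors and activators.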
Giardia killer: kills Giardia lamblia; Giardia lamblia trophozoite viability; activity change, % at 7.66 µM, hits read low; actives 0.15% (n = 340,000); in the data active = activity change below about -80%; inconclusive = between about -30% and that limit;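 also: parasites exposed to compound for two days anaerobically before the ATP read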
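ATP-content bioluminescence gauges trophozoite survival. Cells (100/well) receive compound and incubate anaerobically for 48 hrs at 37 deg C; detection reagent follows for 15-30 min at room temperature.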
Chronic BCR inh: chronic active BCR signaling inhibition; ABC-DLBCL IkBa-CBG/CBR reporter, luminescence ratio, 4 h; Potency, µM (series often up to 46.1 µM), without a hit: at the highest dose ratio change, negative = lower green/red ratio, usual class: inhibitors; AID 493014; actives 0.05% (n = 340,000); active = well fitted inhibition curve with a large enough effect in the signal ratio, with a control signal flat, not every such curve was filed as active; inconclusive = small, poorly fitted or top-dose-only effect, or effect the other way, or a change in a side signal; the % refers to the signal ratio;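 also: potency is read from the fitted curve at half-maximal effect; plate controls were basal doxycycline-induced cells for no effect and cells given 10 µM MG132 for full effect; MG132 reads +100%, hits lower the ratio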
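TMD8 human ABC-DLBCL cells with doxycycline-inducible IκBα–green luciferase fusion and unfused red luciferase, in 0.5% FBS medium; compounds up to 46 uM, 4 h at 37C. Green/red luminescence ratio, filter-overlap corrected, fitted to concentration-response curves.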
B2AR arrestin: agonists driving beta-arrestin recruitment to human beta2-adrenergic receptor; beta-arrestin recruitment to beta2AR, cell-based reporter; P07550; actives 0.02% (n = 330,000); Potency, µM (titrated, usually from 46.1 µM), for the others: top-dose activation, most hits filed as activators; AID 492947;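 also: potency is read from the fitted curve at half-maximal effect; 0% = DMSO controls and full agonism = EC100 isoproterenol or metaproterenol; nearly all actives have a fitted effect of over 65% in size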
* marks the source's active call; other numbers are inactive results; i = inactive; u = inconclusive; x = no result given; [ ] = dose if it differs, or a comment. Unless noted, calls follow the shape of the dose curve; as a rule, active = well fitted curve in the direction sought with a large enough effect; inconclusive = small, poorly fitted or top-dose-only effect, or another doubt; inactive = no such curve, though single readings can be large; an effect the other way counts as inactive or inconclusive. Unless noted, % is scaled to controls: 0 for no effect and ±100 for the full control effect. Compounds were not picked by outcome. Share with any hit: about 2.4%.

SMILES	uPA surface inh	Eya2 inh	GALK inhibitor	FBPA coupling cs	KCNH2 WT inh	KCNH2 3.1 block	USP2a block	PKM2 activator	Giardia killer	Chronic BCR inh	B2AR arrestin
COc1ccc(OCC(=O)OCC(=O)c2ccc(OC)c(F)c2)cc1	6%	17%	x	x	-10	4	2%	x	-27	3%	0.2%
CN(/N=C/c1cccnc1)C1=NS(=O)(=O)c2ccccc21	2%	-11%	0%	-1	-2	-3	2%	-4%	-4	-2%	-0.6%
CCCNC(=O)c1ccc(N2CCC3(CC2)CC(c2cccc(Br)c2)=NO3)c(NC(=O)c2ccco2)c1	-9%	-2%	x	x	u	-83*	-1%	x	20	u	0.2%
Nc1nc(Cn2nnc(-c3ccccc3Cl)n2)nc(N2CCOCC2)n1	4%	5%	1%	-1	-2	10	0%	-1%	5	-18%	0.1%
CC(=O)c1c(OC(=O)c2ccccc2)ccnc1C(F)(F)F	2%	-7%	x	x	-22	0	1%	x	-17	0%	-0.2%
COc1ccc(/C=N/Nc2nnc(-c3ccccc3)c(=O)[nH]2)cc1	-11%	-8%	2%	2	25	-3	1%	2%	14	u	-1.0%
Cc1ccc(NC(=O)COC(=O)CCC(=O)c2cccs2)cc1	3%	-1%	1%	3	-1	-7	2%	-2%	-17	0%	-0.2%
CCC(=O)Nc1nc2nc(-c3ccccc3)cc(=O)n2[nH]1	0%	-14%	-4%	-10	-16	7	0%	0%	2	u	0.4%
CCc1ccc(C(CC(=O)O)N2Cc3ccccc3C2=O)cc1 (stereo unspecified)	5%	-3%	-2%	6	4	-15	4%	x	-9	-1%	0.3%
COC(=O)c1[nH]c2ccccc2c1NC(=O)Oc1ccccc1	-2%	6%	2%	-1	5	3	-1%	-1%	7	-3%	0.3%
O=C(N/N=C1\CCc2ccccc21)c1ccccc1Cl	-8%	1%	6%	2	i	0	-1%	0%	-5	u	-0.3%
O=C(CN1CCN(S(=O)(=O)c2ccc(Br)cc2)CC1)Nc1ccccc1C(=O)c1ccccc1	-6%	1%	2%	0	-31	x	2%	-3%	0	0%	-2.5%
CCCC(=O)Nc1nc2ccc(OCC)cc2s1	u	4%	-1%	-2	10	4	0%	4%	13	-10%	3.2%
CCOc1ccccc1NC(=O)C1CCC(CNc2c(N3CCCCC3)c(=O)c2=O)CC1 (stereo unspecified)	18%	8%	-2%	2	-4	-3	-1%	-2%	-25	u	-0.9%
O=C(OC(C(=O)Nc1ccc(Cl)cc1C(F)(F)F)c1ccccc1)c1c(Cl)cccc1Cl (stereo unspecified)	-5%	-8%	0%	-7	-3	-13	1%	-2%	-21	u	0.2%
COc1cc(C(=O)NC(C)Cc2cccs2)cc(OC)c1OC (stereo unspecified)	-2%	-11%	9%	6	i	15	-1%	-1%	37[activator]	-2%	0.1%
C=CCNC(=S)N1CCN(CCN=CC2=C(O)CC(c3cccs3)CC2=O)CC1 (stereo unspecified)	-1%	3%	1%	7	-10	-2	-4%	1%	17	-13%	-1.2%
COc1ccc(OC)c(CNC(=O)CCC(=O)N2Cc3cccc(OC)c3Oc3ncccc32)c1	-16%	5%	0%	1	-21	1	2%	x	-16	-1%	-0.2%
COc1ccc(NC(=O)CSc2nnc3ccc(-c4cccnc4)nn23)cc1	5%	-7%	x	x	-2	-5	1%	x	21	u	-0.1%
CC(C)CC(=O)Nc1ccc(OCC(=O)O)cc1	-1%	5%	6%	1	-7	-18	2%	-4%	3	5%	0.1%
O=C(N/C(=C/c1ccc(Cl)cc1)c1nc2ccccc2[nH]1)c1ccco1	-12%	-2%	2%	0	29	-5	2%	2%	4	6%	0.4%
COc1ccc(-c2occ(C(=O)O)c2C(=O)O)cc1	18%	-21%	1%	11	-3	x	7%	7%	8	u	-1.3%
CSCCC(NS(=O)(=O)c1ccc2c(c1)oc(=O)n2C)C(=O)NC1CCN(Cc2ccccc2)CC1 (stereo unspecified)	-3%	0%	-2%	0	16	8	-13%	-2%	7	-4%	0.1%
N#Cc1cnc2c(-c3ccccc3)c(-c3ccccc3)nn2c1N	-2%	-2%	-2%	1	-5	-6	2%	-2%	5	-3%	-1.4%
CCOC(=O)c1ccccc1NC1OC(=O)c2ccccc21 (stereo unspecified)	-2%	24%	15%	-1	-6	23	0%	-5%	-2	2%	-0.3%
CCN(c1ccccc1)S(=O)(=O)c1cc(NC(=O)CN2CCN(C)CC2)ccc1Cl	-3%	-12%	x	x	8	-6	-3%	x	2	-5%	0.3%
CC(C)(C)[C@@H]1C=C(C(=O)N2CCN(Cc3ccccc3)CC2)O[C@H](OCc2ccc(CO)cc2)C1	7%	-13%	-1%	2	-4	2	-4%	3%	-4	u	-0.7%
COCCN(C(=O)c1csnn1)C(C(=O)NC1CCCCC1)c1ccc(Cl)cc1 (stereo unspecified)	-2%	0%	0%	-4	-11	-4	3%	-8%	-9	4%	-0.2%
CCOC(=O)CSC1=NC(=O)/C(=C\c2ccc(OC(C)=O)cc2)S1	x	7%	-3%	2	-1	-13	2%	7%	-13	u	-0.5%
COc1ccc(-n2c(SCc3ccccn3)nc3c(c2=O)SCC3)cc1OC	1%	16%	-3%	2	2	-30	2%	-4%	-17	0%	0.0%
CCn1c(-c2ccc(F)cc2)n[nH]c1=S	3%	-28%	0%	3	-13	-25	0%	0%	-16	-10%	-0.1%
CC(C)Cc1ccc(/C=C/C(=O)NC2CC2)cc1	0%	2%	1%	3	-9	-3	1%	-4%	-11	u	0.4%
COC(=O)c1sc(NC(=O)COc2ccccc2OC)nc1C	-10%	-1%	-1%	2	0	-5	0%	3%	-25	u	-0.4%
CCOC(=O)C1CCCN(C(=O)c2ccc(CNc3c(N4CCC(C)CC4)c(=O)c3=O)cc2)C1 (stereo unspecified)	6%	-26%	-2%	-3	-6	-8	-1%	1%	2	7%	0.0%
CC1(C)Cc2c(sc3nc(C4CCCCC4)n(N)c(=O)c23)CO1	1%	-20%	-3%	-3	-4	-6	7%	5%	4	4%	0.0%
CCOC(=O)c1[nH]c2ccc(OC)cc2c1NC(=O)OC	3%	17%	0%	-9	-12	-10	-3%	-4%	-20	1%	0.2%
CCCc1nc(SCC(=O)NNC(=O)C2CCCCC2)c2ccccc2n1	-10%	2%	-3%	3	2	20	2%	3%	7	-2%	-0.5%
O=C(N/N=C/c1cn(Cc2ccccc2)c2ccccc12)c1cccnc1	-6%	-4%	0%	1	-16	-9	-1%	-3%	u	u	2.4%
CC(=O)c1ccc(N2CCN(C(=O)C3CCN(C(=O)Nc4ccccc4)CC3)CC2)cc1	-7%	-20%	x	x	4	12	2%	x	-8	0%	-3.5%
CCc1ccc(Nc2nc(N)nc(CSc3nnnn3-c3ccccc3)n2)cc1	8%	-24%	1%	2	0	-20	1%	-8%	-20	u	-0.5%
COc1cccc(Nc2nc(-c3sc(NC(=O)c4ccco4)nc3C)cs2)c1	0%	6%	-2%	1	x	x	0%	-3%	-3	u	0.3%
COc1ccc(S(=O)(=O)N(C)C)cc1NC(=O)CSc1nncs1	-1%	5%	13%	0	16	-5	2%	26%	33[activator]	u	-0.1%
CNS(=O)(=O)c1cc(N(C)S(=O)(=O)c2ccc(C)cc2)c(C)cc1C	2%	3%	0%	0	14	1	0%	-1%	-7	-2%	0.1%
O=C(O/N=C/C1=C(Cl)c2ccccc2CC1)c1ccc(F)cc1	-1%	-8%	0%	0	-26	9	8%	0%	-1	u	0.0%
Cc1ccc(-n2[nH]c3c4c(ccc3c2=O)C(=O)c2ccccc2C4=O)cc1	2%	-2%	1%	3	2	5	3%	-6%	-8	-5%	0.6%
Cc1cccc(NC(=O)c2cc(Cl)sc2Cl)c1C	3%	1%	-1%	2	-3	6	4%	0%	5	10%	-0.1%
CCOc1ccc(NC(=O)c2cc(S(=O)(=O)N3CCCCC3)c[nH]2)cc1	1%	-2%	x	-1	8	2	1%	1%	-19	1%	0.6%
Cc1nn(-c2ccc(F)cc2)c2sc(C(=O)OCC(=O)N3CCC(C)CC3)cc12	-2%	14%	0%	6	14	0	1%	16%	4	-6%	0.4%
COc1ccccc1Nc1ncc(-c2cccs2)s1	5%	9%	-1%	1	0	4	-1%	0%	1	u	-0.6%

Part of the list above in order of molar mass, smallest number first:
SMILES	uPA surface inh	Eya2 inh	GALK inhibitor	FBPA coupling cs	KCNH2 WT inh	KCNH2 3.1 block	USP2a block	PKM2 activator	Giardia killer	Chronic BCR inh	B2AR arrestin
Cc1cccc(NC(=O)c2cc(Cl)sc2Cl)c1C	3%	1%	-1%	2	-3	6	4%	0%	5	10%	-0.1%
CNS(=O)(=O)c1cc(N(C)S(=O)(=O)c2ccc(C)cc2)c(C)cc1C	2%	3%	0%	0	14	1	0%	-1%	-7	-2%	0.1%
COc1cccc(Nc2nc(-c3sc(NC(=O)c4ccco4)nc3C)cs2)c1	0%	6%	-2%	1	x	x	0%	-3%	-3	u	0.3%

Screening data deposited in PubChem BioAssay by National Center for Advancing Translational Sciences (NCATS).
